AddAB inh – less growth of phage-infected E. coli with AddAB | E. coli expressing H. pylori AddAB, absorbance growth | inhibition, % at 11.9 µM | 0.29% of 330,000 active | AID 435030; in the data active = inhibition above about 12%;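 note: 0% = vehicle wells of infected cells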
Wnt bcat act – activators of Wnt/beta-catenin signaling | activation, % at 9.35 µM | 1.2% of 300,000 active | Wnt/beta-catenin reporter cell assay, activator, plate reader; in the data active = activation above about 30%, passing the limit was not always enough;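 note: 0% = neutral control wells and 100% = positive control wells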
CAL PDZ inh – human CAL PDZ-peptide interaction inhibition | Q9HD26 | purified CAL PDZ, TMR-peptide fluorescence polarization, 1 h | inhibition, % at 20 µM | 0.02% of 330,000 active | AID 504414;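 active = highest replicate inhibition of at least 40%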;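 note: plate controls were DMSO neutral control wells for no effect and unlabeled competitor peptide control wells for full effect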
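Test system: tagged CAL PDZ domain / Buffer or medium: sodium phosphate/NaCl buffer pH 7.4 with TCEP, IgG, Thesit / Reagent: TMR-labelled reporter peptide T*-PRC34 bound in PDZ groove / Compound dosing: single point, 20 µM / Schedule: 1 h incubation at room temperature before polarization reading / Technique: fluorescence polarization (mP) / Benchmarks: unlabelled peptide, DMSO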
E coli growth – counter-screen for AddAB inhibitors: E. coli growth inhibition. inhibition, % at 11.9 µM. E. coli V3065 growth, OD600 absorbance, 18 h. 0.27% of 330,000 active;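 active = inhibition above the campaign's mean inhibition across all tested compounds plus 3 SD, cut at about 9.9% in these data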;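 note: uninfected addAB+ strain grown without phage in ampicillin broth; 0% = DMSO wells and 100% = ciprofloxacin 0.95 µg/ml wells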
phage Ecoli inh – E. coli growth loss with phage present. growth absorbance. inhibition, % at 11.9 µM. 0.26% of 360,000 active; in the data active = inhibition above about 11%
DAGLB inhibitor – diacylglycerol lipase beta (human) inhibition. Q8NCG7. HEK293T DAGLB membrane lysate, EnzChek fluorogenic substrate. inhibition, % at 5.17 µM. 0.059% of 340,000 active; in the data active = inhibition above about 34%;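 note: 0% = enzyme with vehicle and 100% = wells lacking enzyme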
Target sequence (Q8NCG7 whole entry, looked up): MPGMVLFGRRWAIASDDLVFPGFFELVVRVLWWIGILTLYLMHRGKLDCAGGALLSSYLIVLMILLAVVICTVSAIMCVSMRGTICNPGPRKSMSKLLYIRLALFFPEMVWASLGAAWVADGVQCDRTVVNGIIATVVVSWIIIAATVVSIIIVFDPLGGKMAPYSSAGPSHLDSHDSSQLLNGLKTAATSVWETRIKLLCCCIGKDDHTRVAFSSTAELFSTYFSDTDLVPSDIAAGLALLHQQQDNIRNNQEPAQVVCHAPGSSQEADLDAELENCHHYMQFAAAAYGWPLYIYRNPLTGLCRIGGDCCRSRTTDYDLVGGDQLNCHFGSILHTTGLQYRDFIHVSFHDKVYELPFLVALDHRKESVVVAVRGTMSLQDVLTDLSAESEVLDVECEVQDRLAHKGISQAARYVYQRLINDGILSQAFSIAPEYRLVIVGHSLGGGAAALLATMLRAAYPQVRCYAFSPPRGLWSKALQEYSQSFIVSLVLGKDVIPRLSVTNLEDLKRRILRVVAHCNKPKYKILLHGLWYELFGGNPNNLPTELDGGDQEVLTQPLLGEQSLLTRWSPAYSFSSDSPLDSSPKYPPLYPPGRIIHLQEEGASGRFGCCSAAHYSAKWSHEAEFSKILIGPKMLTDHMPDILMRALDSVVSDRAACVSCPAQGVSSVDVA
Tat export inh – E. coli Tat transport inhibition. 0.036% of 340,000 active. inhibition, % at 10 µM. E. coli MC4100 TorA-mCherry Tat export, fluorescence. AID 488895;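 active = mean replicate inhibition at least 50% and at least half of replicates individually reaching 50%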;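 note: exported cargo escapes ClpAP degradation while cytoplasmic cargo is degraded and loses fluorescence; 0% = median of neutral control wells and 100% = median of NaSCN control wells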
Rtt109 Vps75 – C. albicans Rtt109 histone acetyltransferase inhibition. 0.16% of 330,000 active. inhibition, % at 34.9 µM. Q5AAJ8. purified Rtt109/Vps75, ThioGlo CoA-SH fluorescence, 4 h;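 active = inhibition of at least 50% in every replicate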
Target sequence (Q5AAJ8 whole entry, looked up): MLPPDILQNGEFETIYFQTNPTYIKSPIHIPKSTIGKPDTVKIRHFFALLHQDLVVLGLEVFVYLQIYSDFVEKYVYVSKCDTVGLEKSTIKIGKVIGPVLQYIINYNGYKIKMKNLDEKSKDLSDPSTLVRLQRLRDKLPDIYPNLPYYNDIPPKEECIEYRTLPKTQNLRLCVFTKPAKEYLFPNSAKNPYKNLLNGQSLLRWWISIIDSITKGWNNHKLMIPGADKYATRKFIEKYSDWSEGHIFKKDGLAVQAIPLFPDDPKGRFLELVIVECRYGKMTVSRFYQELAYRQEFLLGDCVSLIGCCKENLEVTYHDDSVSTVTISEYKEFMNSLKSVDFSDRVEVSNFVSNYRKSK
PvdQ acylase – P. aeruginosa PvdQ acylase inhibition; AID 488965; inhibition, % at 10 µM; purified PvdQ acylase, fluorescence plate reader; 0.063% of 340,000 active; in the data active = inhibition above about 30%, passing the limit was not always enough;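 note: 0% = vehicle neutral wells and 100% = reference inhibitor wells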
PfHsp90 set2 – inhibits growth of yeast expressing Plasmodium falciparum Hsp90 | S. cerevisiae expressing PfHsp90, BacTiter-Glo ATP, 48 h; yeast lacking PDR1 and PDR3 efflux regulators | inhibition, % at 9.4 µM | 0.32% of 310,000 active;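 active = every replicate shows inhibition above about 80%, whatever the replicate mean, limit read from the data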;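 note: 0% = DMSO neutral controls and 100% = 20 µM radicicol positive controls; yeast relying on Plasmodium falciparum Hsp90 in place of its own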
Active calls of the source: *; nt = not tested or not shown. No enrichment for hits, and some 1.9% of all compounds hit somewhere here.

SMILES | AddAB inh | Wnt bcat act | CAL PDZ inh | E coli growth | phage Ecoli inh | DAGLB inhibitor | Tat export inh | Rtt109 Vps75 | PvdQ acylase | PfHsp90 set2
COc1ccccc1C/C(N)=N/OC(=O)c1cccc([N+](=O)[O-])c1C | 1.7 | 2 | -2.5 | 0.0 | 2.5 | -4 | -5 | -7 | -8 | -4
CC(=O)c1cccc(NC(=O)Nc2ccccc2)c1 | 2.9 | 7 | nt | 1.4 | 3.8 | -2 | -8 | 0 | 4 | 14
CCS(=O)(=O)N1CCN(c2ccc([N+](=O)[O-])c(NCC3CCCO3)c2)CC1 (configuration not stated) | 0.9 | -1 | -0.8 | 0.0 | 3.1 | 1 | -7 | -2 | 6 | -11
Cc1ccc2nc(SCC(=O)Nc3ccc(Br)cc3)nc(=O)n2c1 | 0.3 | -2 | -1.1 | 1.8 | -0.7 | -5 | -4 | 5 | 4 | nt
O=[N+]([O-])c1ccc(N2CCCCC2)cc1SCCO | -0.8 | -1 | -0.3 | -2.5 | 1.8 | -1 | -5 | 2 | -8 | 12
CC(=O)N1CCN(S(=O)(=O)c2cccc(C(=O)Nc3ccccc3N3CCCC3)c2)CC1 | -3.4 | 1 | -3.1 | 0.7 | 3.0 | 1 | 2 | 12 | 5 | nt
Cc1ccc(S/C(=N\S(=O)(=O)c2ccc(Cl)cc2)c2ccccc2)cc1 | -0.5 | nt | 0.0 | -0.1 | 1.5 | 2 | 5 | -21 | -15 | -25
O=c1cc([O-])[n+]2c3n1CCCN3CCC2 | 5.9 | 0 | -3.1 | 0.7 | 0.4 | -1 | -2 | -1 | 1 | -10
CC1=CC(=O)CC(C)(C)C1(O)/C=C/C(C)=C/C(=O)O (configuration not stated) | 4.4 | -1 | -0.7 | -0.2 | 3.4 | -1 | 7 | -6 | -5 | -11
Cc1[nH]c2ccccc2c1C(=O)C(C)OC(=O)C1CCC1 (configuration not stated) | 1.2 | -4 | -1.0 | 1.9 | 4.1 | -3 | -1 | 27 | 3 | 1
Cc1cc(C)cc(OCC(=O)NC2CCCc3ccccc32)c1 (configuration not stated) | 1.5 | -5 | -1.3 | 0.9 | 0.7 | -5 | 4 | -11 | 11 | -3
COc1ccc(-c2nnc(SCc3csc(N)n3)n2C)cc1 | 1.9 | nt | -0.1 | -3.5 | 1.2 | -2 | 5 | 12 | -18 | 9
CCOc1ccc(-c2cc3nc(C4CCN(C(=O)OC(C)(C)C)CC4)c(C(=O)O)cn3n2)cc1 | 0.8 | nt | -2.8 | 0.0 | 0.4 | 6 | 29 | 10 | -11 | -6
Cc1cccc(Nc2nc(N)nc(CSC(=S)N3CCOCC3)n2)c1 | 2.6 | 20 | -1.7 | -1.2 | 0.1 | -1 | -6 | -11 | -12 | 30
COc1ccc(-c2ccc([C@H]3[C@@H]4C=CCC[C@@]4(C)C(=O)N3Cc3ccccc3)c(F)c2)cc1 | 2.9 | -5 | -1.8 | 0.5 | 0.5 | -12 | -2 | -5 | 3 | -5
CC1CCCN(c2nc3ccccc3nc2C(C#N)S(=O)(=O)c2cccs2)C1 (configuration not stated) | 0.8 | nt | nt | -0.6 | 1.5 | 5 | 21 | -1 | -22 | nt
CCOC(=O)N1CCC(n2c(SCC(=O)NCCc3ccc(S(N)(=O)=O)cc3)nc3ccccc3c2=O)CC1 | 3.8 | -1 | -0.4 | 1.3 | 2.3 | 1 | 9 | -3 | -10 | 0
CCOC(=O)CSC1=N/C(=C\c2cc(OC)c(OC)c(OC)c2)C(=O)N1C | 1.6 | 0 | -2.1 | 2.8 | 1.7 | -4 | 3 | -27 | -11 | -5
Cc1cc(C)cc(-c2nnc(SCC(=O)N3CCN(C(=O)c4ccco4)CC3)o2)c1 | 0.3 | 4 | -3.3 | -1.1 | -0.6 | 2 | 2 | 2 | -16 | 3
COc1ccc(CNC(=O)COc2cccnc2[N+](=O)[O-])cc1OC | 0.7 | 10 | -1.1 | 1.4 | 2.5 | -1 | 2 | -4 | 5 | 19
COc1ccc(CCNS(=O)(=O)c2cccc3cccnc23)cc1OC | 2.9 | 5 | -1.7 | 3.2 | -1.1 | 1 | 0 | -6 | -1 | -8
CN(C)c1ccc(C(=O)NC2(N3CCC3=O)CCCC2)cc1 | 1.3 | 0 | -0.3 | 2.9 | 3.7 | -1 | -1 | 5 | -8 | -13
COc1cc(CNCCCN2CCOCC2)cc(Br)c1OCC(=O)N1CCCCC1 | 1.5 | -1 | 0.6 | 0.7 | -0.9 | 1 | 1 | -4 | -10 | -12
O=C(NCCc1ccccc1)C(=O)NCC1CCCO1 (configuration not stated) | 0.2 | 3 | -0.6 | -0.2 | -0.5 | -1 | -4 | 2 | -6 | -12
O=C(NCCN1CCOCC1)C1CCN(S(=O)(=O)N2CCCC2)CC1 | 2.5 | 13 | -3.7 | 2.5 | 2.4 | 0 | -4 | -16 | -17 | -10
CC1=CC(=O)[C@H]2C(C)(C)CCC[C@]2(C)[C@@]1(O)CO | 3.4 | -2 | -0.2 | -2.7 | -0.1 | 0 | 5 | -6 | -7 | -5
COc1cccc(C(=O)COc2ccc3c(C)cc(=O)oc3c2)c1 | nt | 1 | -1.0 | nt | 3.5 | -1 | -9 | -4 | -14 | -2
Cc1cc(C)nc(NC(=O)C(C)N2C(=O)c3ccccc3C2=O)n1 (configuration not stated) | -0.9 | nt | -5.1 | -0.1 | 2.6 | 2 | 0 | 1 | -5 | nt
O=C(N/N=C1\CCc2ccccc21)c1ccc(O)cc1 | 2.0 | 27 | -1.4 | -1.4 | 1.4 | 1 | -6 | 4 | -6 | 6
Cc1ccc(Nc2nc(N)nc(CN3CCN(C(=O)c4ccco4)CC3)n2)cc1Cl | 0.8 | -1 | -1.3 | 0.7 | 3.3 | -2 | -11 | -12 | 0 | -7
CCn1c(=O)c(C(=O)NCc2cccnc2)c(O)c2ccccc21 | -2.6 | -2 | -0.4 | -3.4 | 0.8 | 4 | -5 | 0 | -3 | nt
Cc1nc2ccccc2nc1OCC(=O)Nc1ccc(F)cc1 | 0.6 | 0 | -0.8 | 1.5 | 2.5 | -4 | -4 | -19 | -10 | -2
CC(=O)c1cccc(N2C(=O)CC(N3CCN(S(=O)(=O)c4ccccc4F)CC3)C2=O)c1 (configuration not stated) | 0.8 | 2 | -1.8 | -1.9 | 1.9 | -2 | -4 | nt | 2 | -2
CN(C)CC(O)COC(c1ccccc1)c1ccccc1 (configuration not stated) | 5.5 | -2 | -0.6 | 0.5 | 5.6 | -1 | -7 | 0 | 6 | -6
COC(=O)C1(NC(=O)NC2CCCCC2)CCCCC1 | -0.2 | -3 | -0.6 | 1.8 | 3.4 | 0 | -5 | -1 | -20 | 23
Cc1ccccc1/C(N)=N/OC(=O)N1c2ccccc2Sc2ccccc21 | 0.9 | 0 | -1.3 | 0.2 | 2.7 | 1 | 0 | 5 | -14 | -6
C[C@H](CO)N1C[C@H](C)[C@@H](CN(C)S(C)(=O)=O)Oc2ccc(NC(=O)c3ccncc3)cc2C1=O | 3.4 | -2 | 1.1 | -0.2 | -0.6 | 3 | -1 | -5 | -6 | 13
CC(=O)c1c(C)oc2ccc(NS(=O)(=O)c3ccccc3)cc12 | 4.3 | 3 | -0.6 | 1.4 | 0.7 | -1 | 0 | -1 | -8 | 13
O=C1NC(Cc2ccccc2)c2nc3cc(F)ccc3c(=O)n2-c2cc(Cl)ccc21 (configuration not stated) | 1.1 | -3 | nt | 2.3 | 1.6 | nt | nt | nt | nt | nt
COc1cc(NC(=O)CN2C(=O)NC3(CCOc4ccccc43)C2=O)cc(OC)c1 (configuration not stated) | 2.1 | -4 | -0.1 | 1.3 | 2.1 | -4 | 8 | 14 | 1 | -10
O=C(/C=C/c1ccccc1)NCC(=O)N/N=C/c1cccs1 | -0.4 | -1 | -5.7 | -3.0 | 1.1 | 3 | -1 | 2 | -8 | 18
O=C1c2ccccc2NC(c2ccco2)N1NS(=O)(=O)c1ccccc1 (configuration not stated) | -1.5 | -1 | -1.6 | -1.0 | 6.1 | nt | -3 | -15 | -11 | 15
O=C(O)c1cc(N/N=C/C=C/c2ccccc2[N+](=O)[O-])ccc1Cl | 0.2 | 60* | 1.2 | -1.9 | 3.4 | 18 | -6 | 24 | 6 | -8
Nc1nc(CSC(=S)N2CCOCC2)nc(Nc2ccc(F)cc2)n1 | 2.3 | 7 | -2.7 | -0.8 | 3.2 | -2 | -5 | -16 | -9 | -46
CCNc1nc(NC(C)C)nc(N(C#N)Cc2ccccc2)n1 | 0.7 | nt | -1.0 | -1.0 | 0.0 | -5 | -6 | 14 | -13 | 14

3 compounds from above, reduced to Tat export inh, CAL PDZ inh and Rtt109 Vps75.
SMILES,Tat export inh,CAL PDZ inh,Rtt109 Vps75
COc1cc(NC(=O)CN2C(=O)NC3(CCOc4ccccc43)C2=O)cc(OC)c1 (configuration not stated),8,-0.1,14
O=C(/C=C/c1ccccc1)NCC(=O)N/N=C/c1cccs1,-1,-5.7,2
O=C1c2ccccc2NC(c2ccco2)N1NS(=O)(=O)c1ccccc1 (configuration not stated),-3,-1.6,-15

Carrying on:
SMILES | AddAB inh | Wnt bcat act | CAL PDZ inh | E coli growth | phage Ecoli inh | DAGLB inhibitor | Tat export inh | Rtt109 Vps75 | PvdQ acylase | PfHsp90 set2
O=C1[C@@H]2Cc3c([nH]c4ccccc34)C(c3cccc([N+](=O)[O-])c3)N2C(=O)CN1C1CCN(Cc2ccccc2)CC1 (some centres not stated) | 3.8 | -3 | -0.1 | 0.7 | 1.5 | 3 | 6 | -4 | -7 | 19
COc1cc(CN2CCc3ccc(NC(=O)CCc4ccccc4OC)cc3C2)ccc1O | 1.5 | 1 | -1.8 | -4.5 | 0.4 | -1 | 7 | 9 | -5 | -19
CCCCOc1ccc(C(=O)OCC(=O)N2CCOCC2)cc1 | 2.5 | 2 | -2.5 | -1.6 | -5.5 | 3 | 1 | 4 | -9 | 12
CCOc1ccc(CCN2CN(C3CCCCC3)CNC2=S)cc1OCC | -1.2 | 1 | -0.7 | 1.0 | 1.0 | -4 | 4 | 8 | -6 | -8
Cc1cc(C)n(CC(=O)c2ccc(Cl)cc2)n1 | 1.4 | 1 | -1.5 | 1.9 | 4.3 | 2 | 0 | 1 | -15 | -8
CCOc1ccc(N(CC(=O)N2CCN(Cc3ccccc3)CC2)S(C)(=O)=O)cc1 | 0.4 | -3 | nt | 0.3 | 1.9 | 1 | 1 | -3 | -14 | 13
Cc1ccc(NC(=O)Cn2nc(C)cc2C)cc1 | 1.7 | -2 | -1.9 | -1.7 | 2.2 | -3 | 1 | 0 | 1 | nt
Cc1nc2sc(C(c3ccccc3)N3CCC(O)CC3)c(O)n2n1 (configuration not stated) | -1.1 | nt | -1.6 | -1.9 | 0.7 | 0 | 1 | 2 | -9 | 2
CCOC(=O)c1nc(N)c(=O)n(-c2ccc(C)cc2)n1 | 3.6 | -4 | -1.1 | -1.8 | 2.8 | 1 | 9 | nt | -7 | -12
CCOC(=O)N1CCC(NC(=O)C2CCN(c3nc(-c4ccc(OC)cc4)no3)CC2)CC1 | 3.5 | -2 | -1.6 | 1.6 | 2.3 | 2 | -9 | -3 | -6 | nt
Cc1cccc(NC(=O)C2CCCN(C(=O)NC3CCCCC3)C2)c1C (configuration not stated) | -0.9 | 9 | 0.0 | -2.2 | 2.5 | -1 | 3 | 11 | 4 | 1

Screening results as filed in PubChem.
